TRPM1 prom inh: reduces MITF-dependent TRPM1 promoter luciferase signal; SK-MEL-5 TRPM1 promoter luciferase, 24 h; inhibition, % at 12.5 µM; hit rate 0.83% among 330,000; AID 488899;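 active means mean inhibition across replicates of 60% or more, whatever share of single replicates reaches that level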; further: values of inactives mirror those of a sister screen read the other way
NR2E3 ag-1: activates human photoreceptor nuclear receptor NR2E3 | hit rate 0.12% among 320,000 | inhibition of corepressor binding, % at 4.78 µM | GST-NR2E3/biotin-RetCOR TR-FRET, 1536-well | AID 2300 | Q9Y5X4;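 active means percent inhibition above the cutoff of mean plus 3 SD of all tested compounds, set per screening campaign, cut at about 20% in these data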;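 further: 0% = DMSO wells and 100% = biotin wells as full block of FRET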
Target sequence (Q9Y5X4 whole entry, looked up): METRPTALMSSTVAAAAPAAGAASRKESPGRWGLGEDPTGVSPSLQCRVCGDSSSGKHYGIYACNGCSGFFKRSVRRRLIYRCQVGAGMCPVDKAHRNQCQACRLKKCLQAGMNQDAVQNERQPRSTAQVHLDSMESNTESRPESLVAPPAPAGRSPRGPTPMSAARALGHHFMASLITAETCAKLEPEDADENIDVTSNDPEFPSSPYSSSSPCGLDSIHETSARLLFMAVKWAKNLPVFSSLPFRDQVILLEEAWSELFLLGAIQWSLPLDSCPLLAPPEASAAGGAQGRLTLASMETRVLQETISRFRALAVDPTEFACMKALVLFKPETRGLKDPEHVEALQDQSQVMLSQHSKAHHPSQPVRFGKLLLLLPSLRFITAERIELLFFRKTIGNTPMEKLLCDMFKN
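Test system: GST-NR2E3 and biotin-RetCOR proteins | Quantity: 1.35 nM GST-tagged NR2E3 final | Medium: Tris pH 7.5 | Also added: 7 nM biotin-RetCOR | Dosing: Compound at 4.8 µM, single dose | Timing: 5 h at 4 °C | Detection: Time-resolved FRET | Read-out basis: Percent inhibition | Benchmarks: Biotin wells as high control, 0.6% DMSO wells as low control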
TROY NFkB inh: blocks TROY-dependent signaling in reporter cells; Q293 LMP1-TROYcd NF-kB luciferase reporter, 4 h; inhibition, % at 10 µM; hit rate 0.98% among 360,000; AID 1347056;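 active means compounds whose plate-normalised and pattern-corrected inhibition of the luciferase reporter signal at the single screening dose is 50% or more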
CF NFkB block: blocks PAF-induced NF-kB reporter in cystic fibrosis cells | hit rate 0.86% among 360,000 | KKLEB NF-kB-GFP reporter, GFP fluorescence overnight | inhibition, % at 5 µM;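 active means at least 50% inhibition at 5 µM, scaled per plate between neutral and stimulator controls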;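 further: PAF is a Pseudomonas aeruginosa culture filtrate used as stimulus; plate controls were PAF-stimulated DMSO wells for no effect and unstimulated DMSO wells for full effect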
KKLEB tox: reduces viability of KKLEB cystic fibrosis airway cells | activity change (cytotoxicity), % at 5 µM | AID 602141 | KKLEB CF airway cells viability, ATPlite luminescence, overnight; hits give low values; cells stimulated with P. aeruginosa culture filtrate | hit rate 0.36% among 360,000;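 active means corrected activity change at or below -50% at 5 µM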
Shn3 3UTR inh: inhibitors of Schnurri-3 3'UTR reporter in osteoblasts | inhibition, % at 12.5 µM | Clone20 osteoblast Shn3 3'UTR firefly luciferase, 24 h | hit rate 0.52% among 360,000;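 active means mean inhibition of at least 75% with every replicate also reaching 75%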;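 further: 0% = median of neutral control wells and 100% = pilot-screen positive control compound; some compounds past the cut are filed as inactive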
HIF-2a inh: inhibitors of HIF-2a. hit rate 0.72% among 360,000. 786-0 RCC cells HIF-2a reporter, luciferase luminescence, overnight. inhibition, % at 18.8 µM. AID 624352;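 active means inhibition of the luminescence signal of 40% or more relative to plate controls, in a single-dose primary screen at 18.75 µM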
NR2E3 ag-2: activates human NR2E3 receptor; hit rate 0.35% among 360,000; inhibition of corepressor binding, % at 3.98 µM; CHO-S Gal4-NCOR/VP16-NR2E3 two-hybrid, luciferase; Q9Y5X4; AID 602229;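 active means inhibition above the mean of all tested compounds plus 3 SD, cut at about 70% in these data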;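 further: 0% = DMSO with NR2E3 transfected cells and 100% = cells lacking NR2E3 construct; higher means lower luciferase signal from less NR2E3 corepressor binding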
TRAIL sens C8: sensitizes caspase-8 expressing cells to TRAIL; NB7+C8 cells + TRAIL, ATPlite viability luminescence; AID 624354; hit rate 1% among 360,000; inhibition (viability loss, TRAIL sensitization), % at 10 µM;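 active means compounds causing at least 50% loss of cell viability in the single-dose screen, relative to plate controls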
TWEAK Fn14 block: inhibitors of TWEAK-Fn14 interaction signaling; hit rate 2% among 360,000; TWEAK-stimulated Fn14 reporter cells, luciferase luminescence, 8 h; AID 1159606; inhibition, % at 10 µM; in the data active means inhibition above about 50%
Peg3 promoter: inhibitors of Peg3 promoter; HeLa PEG-Prom luciferase reporter, luminescence, overnight; inhibition, % at 20 µM; hit rate 1.7% among 360,000; AID 588405;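 active means inhibition of at least 50% at 20 µM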
Starred values were filed as active, the others as inactive; x = no result given.

SMILES	TRPM1 prom inh	NR2E3 ag-1	TROY NFkB inh	CF NFkB block	KKLEB tox	Shn3 3UTR inh	HIF-2a inh	NR2E3 ag-2	TRAIL sens C8	TWEAK Fn14 block	Peg3 promoter
CC(C)(C)NC(=O)c1ccc2c(c1)C(=O)N(C1CCCCC1)C2=O	-48	0	-66	14	-17	-25	-32	-14	15	-13	-18
COC(=O)c1ccc2nc(-c3ccc(OC)c(OC)c3)c(Cc3ccccc3OC)n2c1	x	x	-5	-16	-5	10	11	-9	-6	-9	-1
O=C1CS/C(=C/C(=O)c2ccccc2)N1	-6	1	-11	2	18	8	-22	-4	-2	10	-6
Cc1cc(NC(=O)CSc2nc(-c3ccccc3)c(C#N)c(=O)[nH]2)no1	-2	8	-21	-11	10	-6	-7	12	-2	11	-1
C=CCOC(=O)C1=C(C)Nc2[nH]c(=O)[nH]c(=O)c2C1c1ccccc1 (stereo not given)	-2	1	-1	-6	4	-19	7	-7	-9	11	2
Cc1[nH]c(C)c2c(=O)n(-c3ccccc3)ncc12	x	-1	5	-12	9	-20	-4	3	-1	-7	-72
C=CCN(CC=C)CCOc1ccc2ccccc2c1	-26	6	-25	2	8	-15	-16	-14	5	-29	-7
O=[N+]([O-])c1ccc(C=NN2CCNC2=S)o1	x	x	-41	6	1	-6	-43	-11	8	-17	-88
Cc1ccc2nc3c(cc2c1)c(NS(=O)(=O)c1ccccc1)nn3CC(C)C	5	-1	20	-12	-7	-1	21	-21	-1	-29	4
Cc1nccn1CCC(=O)O	11	-1	4	15	-1	-12	8	7	-1	-2	7
O=[N+]([O-])/C(C(Cl)=C(Cl)Cl)=C(/Sc1ccccc1)N1CCCCC1	6	1	1	4	-12	3	7	4	-5	10	22
Cc1cc(C)nc(N/N=C/c2ccccc2OCc2ccc(Br)cc2)n1	-5	6	-59	6	2	-15	-14	-28	-8	-41	-20
COc1cc(C(=O)NC2CCCc3ccccc32)cc(OC)c1C (stereo not given)	-2	3	-9	10	-7	-12	9	11	10	-1	24
Cc1ccc(/C=N/N2CCN(C3c4ccccc4-c4ccccc43)CC2)o1	-8	-1	-2	6	1	-33	18	-13	5	-13	17
CCOC(=O)c1c(N)n[nH]c1-c1ccccc1	-1	2	-11	6	-2	8	7	-4	7	23	29
COc1cc(C(=S)N2CCCC2)ccc1OCc1ccccc1	-42	4	-33	10	-6	-22	-106	-80	2	6	-108
COc1cc2c(cc1OC)C(C)N(C(=O)c1cc(Cl)nc(Cl)c1)CC2 (stereo not given)	7	2	17	6	-9	19	32	5	15	13	35
CC(=O)N1c2ccc(S(=O)(=O)NCc3ccccc3Cl)cc2CC1C (stereo not given)	2	1	6	15	11	33	-12	40	-7	-1	0
CCOC(=O)C(C)(C)Sc1nc2c(cnn2-c2ccc(C)cc2)c(=O)[nH]1	-2	1	8	-10	10	3	21	-10	-10	-21	13
S=C(NCCN(C1CCCCC1)C1CCCC1)Nc1cccc(Cl)c1	-1	2	20	1	-16	67	8	6	23	-13	-12

Just Shn3 3UTR inh, for some of the entries so far:
SMILES	Shn3 3UTR inh
COc1cc(C(=S)N2CCCC2)ccc1OCc1ccccc1	-22
COc1cc2c(cc1OC)C(C)N(C(=O)c1cc(Cl)nc(Cl)c1)CC2 (stereo not given)	19
CC(=O)N1c2ccc(S(=O)(=O)NCc3ccccc3Cl)cc2CC1C (stereo not given)	33

(further entries)
SMILES	TRPM1 prom inh	NR2E3 ag-1	TROY NFkB inh	CF NFkB block	KKLEB tox	Shn3 3UTR inh	HIF-2a inh	NR2E3 ag-2	TRAIL sens C8	TWEAK Fn14 block	Peg3 promoter
O=C(COC(=O)c1ccc(Cl)cc1[N+](=O)[O-])NCc1ccco1	8	x	-12	-14	14	-14	9	2	-2	0	3
Cn1c(-c2ccc(Cl)cc2)cnc1NCc1cc2c(cc1[N+](=O)[O-])OCO2	12	3	-31	-23	8	13	7	-11	8	5	-4
Cc1ccccc1OCC(=O)Nc1ccc(N2CCOCC2)cc1N1CCOCC1	5	4	-8	-4	0	13	12	-14	-5	-18	9
COc1ccc(CC(=O)OCC(=O)Nc2ccc3c(c2)OCCO3)cc1OC	0	-4	-8	-6	8	-15	0	5	-1	0	0
O=C(O)c1ccc(N2C(=O)CC(N3CCN(c4cccc(C(F)(F)F)c4)CC3)C2=O)cc1 (stereo not given)	-9	0	-17	-32	8	-1	14	2	-30	18	2
O=C(OCc1nc2ccsc2c(=O)[nH]1)c1ccco1	9	3	-19	-5	0	-6	1	0	20	1	-4
CCN(CC)C(=O)CSc1nc2ccccc2c(=O)n1-c1cccc(OC)c1	13	2	5	-4	-2	-26	12	-22	-36	-3	8
O=C(NCc1ccco1)c1cc2n(n1)C(C(F)(F)F)CC(c1ccc(Cl)c(Cl)c1)N2 (stereo not given)	12	-1	12	-14	9	34	11	6	7	17	27
CCOC(=O)Cc1nnc(Nc2ccc(C(=O)NC)cc2)c2ccccc12	5	1	15	-1	8	3	22	-10	0	5	17
C/C(CC(=O)Nc1ccccn1)=N\NC(=O)c1cnccn1	6	-4	1	0	6	8	21	2	-3	-6	12
Cc1nc(C(=O)Nc2ccccc2Cl)cc2c1[nH]c1ccccc12	22	3	-6	28	-21	-18	-39	-41	6	-22	85*
CCS(=O)(=O)Nc1ccc(NC(C)=O)cc1	2	2	-8	0	7	-5	8	-31	-9	-3	-7
O=[N+]([O-])c1ccccc1CNCCCCCO	4	2	-12	-38	-5	-4	1	2	2	22	-17
CCN(CC)S(=O)(=O)c1c(Br)cc(C)cc1Br	-5	3	1	5	4	0	-6	-53	1	-19	18
Cc1cc(=O)oc2c3c(cc(OCC(=O)NCc4ccco4)c12)OC(C)(C)CC3	x	1	4	-12	-8	3	5	-5	14	-32	12
COc1ccc(C(=O)NC(=S)Nc2ccc(Cl)cn2)cc1OC	2	0	-26	-23	6	-5	-94	-10	6	-14	-127
CCCCOC(=O)c1ccc(Nc2ccc([N+](=O)[O-])cn2)cc1	6	1	-14	-10	11	9	14	15	-5	13	12
CCCc1cc(=O)[nH]c(SCC(=O)Nc2ccc(C(=O)Nc3ccccc3OC)cc2)n1	3	x	-3	9	10	-4	3	-15	6	-10	16
CC(C)(C)C1CCC(C(=O)Nc2cccnc2)CC1 (stereo not given)	5	-1	1	22	-6	7	10	10	-2	13	-3
CCOC(=O)N1CCC(NC(=O)C2CCN(c3ccc(N4CCOCC4)nn3)CC2)CC1	-4	6	2	-1	7	3	0	-5	-1	-9	11
COc1ccc(NC(=O)c2ccc(CN3CCc4ccccc4C3)cc2)c(OC)c1	9	2	8	6	-5	12	-3	6	-10	-11	21
CC1=C(C(=O)OC2CCCC2)C(c2coc3ccc(C)cc3c2=O)C2=C(CCCC2=O)N1 (stereo not given)	16	0	-3	-18	-6	11	26	-16	42	10	8
O=C(O)CCc1ccc(-c2ccc(F)cc2)n1Cc1ccco1	-1	2	9	9	-4	7	5	4	2	2	1
CC1(C)CC(=O)C=C(NCc2cccs2)C1	-4	2	16	10	6	6	19	-4	9	-16	16
CCCOC(=O)c1ccc(-n2nnnc2SCC(=O)N2CCCCC2)cc1	1	-2	1	-1	3	13	11	-2	-1	23	-1
CCCS(=O)(=O)N1CCCC(C(=O)NCCc2ccccc2)C1 (stereo not given)	-17	-4	-15	9	-12	2	-13	-50	2	-1	-10
COc1ccc(OCC(=O)Nc2ccccc2OC(F)F)cc1	-2	5	-15	-6	21	1	-66	-28	0	-20	-40
Cc1ccc(CNS(=O)(=O)c2c(C(=O)N3CCCCC3)c(C)n(C)c2C)cc1	6	1	-31	-2	-5	10	2	-7	-11	9	7
CCN(C(=O)COC(=O)CSc1ccc(C)cc1C)c1c(N)n(Cc2ccccc2)c(=O)[nH]c1=O	-2	x	-2	-8	-9	9	5	-17	0	-2	-10
CC(C)CCn1c(N2CCC(C(N)=O)CC2)nc2c1c(=O)[nH]c(=O)n2C	-4	-4	6	7	-5	4	5	-8	-8	10	2
CCNCCNC(=O)c1c(O)c2cccc3c2n(c1=O)CCC3	13	0	23	-19	4	11	22	-7	-8	-34	25
Cc1cccc2nc(CSC(=N)N)c(Br)n12	13	-3	-18	11	0	-21	8	-1	38	14	18
Cc1cc(C(=O)OCC(=O)N2CCN(C(=O)c3ccco3)CC2)c(C)n1-c1ccc(F)cc1	24	3	4	4	-2	13	-3	-12	8	3	-1
O=C(Cn1nc(-c2ccccc2)c2ccccc2c1=O)Nc1ccccn1	-36	2	-12	-2	-10	5	-94	-6	-17	-19	-61
Cc1cc(C)nc(N2CCCC(C(=O)Nc3ccc4c(c3)OCO4)C2)n1 (stereo not given)	-6	-2	8	-1	0	7	3	-17	-7	-4	8
Cc1ccc(C)c(NC(=O)COC(=O)c2cccc(S(=O)(=O)N3CCCC3)c2)c1	x	x	3	13	0	3	8	-12	-8	9	3
COCCNC(=O)c1onc(CSc2cccc(OC)c2)c1C(=O)NCCOC	1	3	1	0	-4	2	7	25	-7	3	11
COc1ccccc1CNc1nc(NCc2ccc3occc3c2)c2sccc2n1	x	x	38	13	-18	71	9	69	24	27	90*
Cn1c(-c2ccc(Cl)nc2)nc2ccccc21	-30	0	-38	6	-6	-17	-107	-27	-1	-12	-79
COCCn1c(SCC(=O)c2[nH]c(C)c(C(C)=O)c2C)nc2ccccc21	4	1	0	-13	7	-4	8	-13	-9	-25	0
COc1ccc(CN(C)C(=O)Cn2cnc3c(SC)nc(N)nc32)cc1OC	15	x	-1	-2	3	44	-3	-34	-10	16	9
Cc1ccc(N=C(c2cccs2)N2CCOCC2)cc1	-23	-3	-44	3	-2	-2	-74	-77	10	-10	-66
c1ccc(C[C@H]2CN=C(Nc3ccccc3)N2CC2CCCCCC2)cc1	-5	x	-8	-1	-6	8	-1	23	4	1	-17
O=C(NNC(=O)c1ccc(Cl)cc1Cl)c1csc(-c2cccnc2)n1	-23	-1	-44	-25	-4	-24	-124	-51	43	-4	-92
Cc1ccc(C(C)(C)C)cc1S(=O)(=O)Nc1cccc(C(=O)N2CCN(c3ccccn3)CC2)c1	6	x	35	17	-14	29	8	6	-10	33	1
CCc1ccc(Nc2nc(C)cc(C)n2)cc1	-58	5	-62	-10	7	-76	-256	-77	12	-9	-206
CC1CCCCC12NC(=O)N(CC(=O)NNC(=O)c1ccc(Br)cc1)C2=O (stereo not given)	9	x	0	-21	-5	0	6	-6	-5	-5	17
COc1cc(-c2nc3cccc(C)n3c2NCC2CCCO2)ccc1O (stereo not given)	-21	-1	3	-18	7	0	-35	-41	9	-2	-5
O=Cc1ccc2ccc3cccnc3c2n1	7	1	-2	9	8	10	-5	-28	-14	14	7

An excerpt (hit frequency here may not be typical).
